NLRP3 yeast inh – inhibitors of NALP3 inflammasome in yeast; inhibition, % at 10 µM; AID 2825; hit rate 0.39% among 330,000; Yeast reconstituted NLRP3/ASC/caspase-1, beta-gal luminescence, 24 h;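 active = inhibition of 50% or more; inactive = inhibition below 50%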;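 also: plate controls were induced DMSO wells for no effect and uninduced yeast grown without galactose for full effect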
TIM10 inh – TIM10 yeast growth inhibition; S. cerevisiae TIM10 strain growth, BacTiter-Glo luminescence, 24 h; inhibition, % at 10 µM; hit rate 1.4% among 330,000; AID 463195;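 active = inhibition of 40% or more at the single tested concentration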;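 also: wild-type TIM10 isogenic control strain grown at permissive 25 °C; 0% = DMSO yeast wells and 100% = minimal medium wells without yeast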
APJ antagonist – blocks the human apelin receptor APJ. P35414. CHO-K1 APJ beta-arrestin complementation, luminescence. inhibition, % at 20 µM. hit rate 0.32% among 330,000. AID 2521;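 active = inhibition above about 40% at 20 µM, limit read from the data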;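 also: cells challenged with 10 nM apelin-13 agonist together with compound; plate controls were apelin-13 plus DMSO wells for no effect and DMSO wells lacking apelin-13 for full effect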
Target sequence (P35414 whole entry, looked up): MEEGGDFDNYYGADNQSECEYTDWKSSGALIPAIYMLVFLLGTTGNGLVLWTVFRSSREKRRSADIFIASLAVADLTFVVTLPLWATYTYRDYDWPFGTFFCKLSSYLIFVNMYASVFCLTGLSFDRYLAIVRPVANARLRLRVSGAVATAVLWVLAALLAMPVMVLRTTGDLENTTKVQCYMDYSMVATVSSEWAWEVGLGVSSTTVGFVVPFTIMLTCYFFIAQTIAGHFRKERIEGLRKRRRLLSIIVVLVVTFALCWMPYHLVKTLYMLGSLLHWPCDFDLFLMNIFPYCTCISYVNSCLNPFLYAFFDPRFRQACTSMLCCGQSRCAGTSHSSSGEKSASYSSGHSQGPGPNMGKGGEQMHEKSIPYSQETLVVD
MIN6 prolif – inducers of beta-cell replication in MIN6 cells | MIN6 cells proliferation, ATPlite luminescence, 48 h; cells starved in 0.2% serum; 100% = growth in 10% serum | AID 2380 | proliferation, % at 10 µM | hit rate 0.29% among 330,000;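 active = compounds whose signal lies at least 3.5 SD above the mean of all wells on their plate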;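 also: 0% = DMSO-treated cells in low-serum medium and 100% = 10% serum control; some compounds called inactive have numbers as strong as hits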
tim23-1 inh – tim23-1 yeast growth inhibition; S. cerevisiae tim23-1 growth, BacTiter-Glo luminescence, 24 h; inhibition, % at 20 µM; hit rate 1.3% among 330,000;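 active = growth inhibition of the mutant yeast at or above 50%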;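 also: temperature-sensitive mutant grown at 25 °C; plate controls were DMSO-treated mutant yeast for no effect and medium wells lacking yeast for full effect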
NR3A LBD binder – modulates the human NR3A ligand-binding domain. NR3A LBD differential scanning fluorimetry, Tm shift; 0% = protein alone, 100% = glycine-bound protein. Tm shift relative to glycine control, % at 25 µM. hit rate 2.5% among 340,000;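 active = melting temperature shift of at least 10% of the positive control shift, at one fixed dose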
MPTP inh – blocks calcium-induced mitochondrial swelling; isolated mouse mitochondria, Ca2+ swelling absorbance, 30 min; hit rate 1.4% among 360,000; inhibition, % at 10 µM; AID 602449;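 active = inhibition of 50% or more, scaled per plate between neutral and stimulator controls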;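 also: 0% = DMSO wells given calcium and 100% = 1 mM EGTA wells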
APJ agonist – activates the human apelin receptor APJ; activation, % at 20 µM; AID 2520; CHO-K1 APJ PathHunter beta-arrestin, luminescence; 0% DMSO wells, 100% apelin; hit rate 0.11% among 330,000;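 active = activation more than six SD over the plate average, tested at 20 µM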;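 also: 0% = DMSO alone and 100% = apelin-13 at 10 nM; some results filed as inactive read as strong as hits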
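Test system: CHO-K1 APJ beta-arrestin complementation cell line. Amount: cell density 1000 per well. Controls: DMSO negative, 10 nM Apelin-13 positive. Signal: luminescent beta-gal fragment complementation, chemiluminescent substrate. Read-out basis: agonist-driven arrestin binding to APJ. Timing: compound stimulation 90 min at 25 °C, detection 60 min.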
tim10-1 inh – growth inhibitors of tim10-1 mutant yeast | S. cerevisiae tim10-1 ts strain growth, BacTiter-Glo, 24 h | inhibition, % at 20 µM | hit rate 2.2% among 330,000;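 active = inhibition of at least 40%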;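 also: mutant grown at 25 °C; 0% = DMSO wells with yeast and 100% = wells holding no yeast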
Starred values were filed as active, the others as inactive; . = not tested or not shown. Compounds as they come. Share with any hit: about 7.2%.

SMILES	NLRP3 yeast inh	TIM10 inh	APJ antagonist	MIN6 prolif	tim23-1 inh	NR3A LBD binder	MPTP inh	APJ agonist	tim10-1 inh
O=C(Cc1cccs1)N1CCN=C1SCc1ccccc1F	17	3	10	1	24	1	-3.4	-1	16
O=c1c2sc(-c3ccccc3)cc2nc2n1CCC2	55*	78*	9	-2	50	1	0.1	2	64*
Cc1nn(-c2ccc(F)cc2)c2sc(C(=O)N3CCCCCC3)cc12	16	15	13	0	29	-5	-0.9	-1	21
CCCSC1=C(C#N)C2(CCCCC2)C(C#N)=C(N)N1	12	9	9	-3	9	-7	14	-2	9
N=c1sccn1CC(=O)Nc1cccc(S(N)(=O)=O)c1	6	22	-6	-3	15	0	0.1	-6	7
C=CCNc1scc(-c2ccccc2)[n+]1CC=C	21	6	1	3	-6	-2	-1.8	-3	-5
C#CCOCCOCCOCCNc1nc(N2CCN(C(=O)[C@H]([C@@H](C)CC)n3cc([C@@H](N)CC(C)C)nn3)CC2)nc(N2CCN(C(=O)[C@H](Cc3ccc(O)cc3)n3cc([C@@H](N)C(C)CC)nn3)CC2)n1 (some centres undefined)	5	1	5	-4	0	-1	-2.9	-2	-2
COc1ccccc1CNC(=O)[C@H](C)NC(=O)[C@@H]1Cc2ccccc2CN1	3	8	-2	-4	-5	-1	-1.4	-3	-10
Clc1cccc(-c2ccc(/C=N/n3cnnc3)o2)c1Cl	10	19	-9	-3	12	-1	0.0	3	25
COc1cccc(NC(=O)CN(C)C(=O)C(C)Sc2ccccc2)c1 (centres undefined)	0	22	-14	-3	21	-2	0.4	8	17
O=C(CC12CC3CC(CC(C3)C1)C2)NCC(=O)N1CCc2ccccc2C1	26	3	-24	-3	15	-1	-1.7	-1	37
c1ccc2c(C[C@@H]3CNCCN3CC3CCCCC3)cccc2c1	17	7	20	-8	0	-1	54*	-3	-2
O=C(NCCc1ccccc1)C1CCCN(c2cnccn2)C1 (centres undefined)	26	-1	0	-1	1	0	1.2	-5	-1
Cc1ccnc(NC(=O)CCC(=O)N(CC(=O)NCc2ccccc2)Cc2ccc(F)cc2)c1	18	-6	-36	0	14	-1	-0.4	-1	12
COc1ccc(S(=O)(=O)N2CCC(C(=O)Nc3nnc(C)s3)CC2)cc1OC	-13	2	8	-1	3	2	-2.5	4	3
O=C(c1cc2c(s1)CCCC2)N1CCN(S(=O)(=O)c2ccccc2C(F)(F)F)CC1	13	13	6	-1	35	-1	-0.1	-2	41*
Fc1ccc(-c2csc3ncnc(N4CCN(c5ccccc5)CC4)c23)cc1	24	-5	0	-7	19	0	1.2	-2	29
Cc1cc(NC(=O)CSc2nnc(-c3ccc(Br)o3)n2Cc2ccccc2)no1	0	-7	13	1	-3	2	-1.6	-2	11
COc1ccc(C(=O)OCC(=O)NCC2CCCCC2)cc1F	-5	-4	-8	-6	17	-2	0.8	-2	34
O=C(c1sc2cc(Cl)ccc2c1Cl)N1CCN(CCc2ccccn2)CC1	32	32	-13	-3	31	0	-1.4	-1	25
NNC(=O)c1sccc1OCc1ccc(F)cc1	-8	24	18	4	10	1	-0.7	0	21
COc1ccc(CNC(=O)c2ccc(=O)oc2)cc1OC	37	6	-3	-1	-2	4	1.0	-3	6
O=C1CC(c2ccc(F)c(Br)c2)C2=C(CCCC2=O)N1 (centres undefined)	10	1	12	0	14	-1	-2.5	0	2
CCC(=O)c1ccc(OC(=O)N2CCOCC2)cc1	19	-6	-23	-4	10	0	0.6	-1	30
Cc1cccc(C)c1OCC(=O)N(Cc1ccco1)C1CCS(=O)(=O)C1 (centres undefined)	8	-7	-1	3	11	5	0.4	-3	10
COc1cc2ncnc(NCc3ccccc3C)c2cc1OC	-9	7	2	3	-1	-4	-2.5	-5	7
Cc1[nH]n(-c2ccccc2)c(=O)c1C(=O)c1ccc(Cl)cc1	-4	-13	18	-3	-2	2	1.9	-4	-5
COc1cc(NC(=O)COC(=O)c2ccccc2SCC(=O)N2CCCC2)cc(OC)c1	11	0	10	0	-3	2	1.4	-4	7
Cc1ccc2c(c1)C(O)(C1COC(C)(C)CC1=O)C(=O)N2C (centres undefined)	0	6	10	-3	12	-1	1.6	-1	14
Cc1c(Cl)cccc1NC(=O)N1CCCC1	3	-3	5	-1	11	0	0.0	-3	8
CCC1CCC(C(=O)NC(CCSC)C(=O)NCCN(CC(C)C)CC(C)C)CC1 (centres undefined)	8	9	11	-4	-1	-2	1.2	-4	7
COc1ccc(CCNC(=O)COC(=O)c2ccccc2NCCO)cc1OC	13	-4	7	2	3	0	0.6	-6	1
Nc1nc(Sc2ncccc2[N+](=O)[O-])n[nH]1	-5	23	-3	0	12	-2	0.2	0	7
CCN(CC)CCN(Cc1cc2cc3c(cc2[nH]c1=O)OCO3)C(=S)NCC1CCCO1 (centres undefined)	10	-9	-5	0	1	-1	-2.1	-2	12
CCOC(=O)c1sc(Nc2nc3c(OC)cccc3s2)nc1C	2	22	9	-6	20	.	7.1	5	27
Cc1ccc(C(=O)N2c3ccccc3N(Cc3ccccc3)C(=O)C2(C)C)cc1	27	13	-5	-4	35	-1	3.1	4	24
CCOc1ccc(S(=O)(=O)Nc2cccc(C(=O)NCC(c3ccco3)N3CCCC3)c2)cc1 (centres undefined)	14	7	3	-3	19	-1	-1.4	-5	9
O=C(N[C@@H](Cc1ccccc1)C(=O)NC1CCCCC1)c1ccco1	7	-11	-3	-1	6	3	-0.3	-1	11
CC(C)(C)NS(=O)(=O)c1ccc(CCC(=O)N2CCCC2)cc1	5	-6	4	2	10	0	-0.7	0	-8
Cc1ccc(S(=O)(=O)NCCCCCC(=O)NC(C)(C)CO)cc1	8	-2	30	-3	11	0	-5.4	-1	7
CCN1CCN(c2oc(-c3ccccc3C)nc2S(=O)(=O)c2ccccc2)CC1	16	-39	27	-6	-80	0	7.0	16	-6
Cc1ccc(C(=O)O)cc1Nc1ncnc2sc3c(c12)CCC3	-2	-25	-3	4	14	-2	0.3	-5	2
Cc1ccccc1S(=O)(=O)N1CC(C(=O)O)=CC[C@H]1c1ccc(Cl)cc1	16	2	-32	-4	18	0	-3.5	3	3
CCN1CCN(S(=O)(=O)c2ccc(Cl)c(C(=O)Nc3cc(Cl)ccc3N3CCOCC3)c2)CC1	15	7	7	-5	13	3	0.2	-1	28
COC(=O)/C=C/c1sc2nc(C)cc(C)c2c1N=CN(C)C	16	27	4	2	39	1	1.6	-3	29
CS(=O)(=O)N(CCc1ccccc1)CC(=O)N1CCN(Cc2ccc3c(c2)OCO3)CC1	15	8	0	0	0	0	2.7	-5	2
Cc1cc(C)nc(NS(=O)(=O)c2ccc(NC(=O)c3ccc(O)cc3O)cc2)n1	16	6	7	-4	-3	8	0.3	-3	8
OCCNc1nc(Nc2ccccc2O)nc(N2CCCC2)n1	6	5	-59	7	9	-3	-0.1	3	-8
COCC1CCN(Cc2nc(Cc3ccccc3Cl)no2)CC1	27	2	-4	-2	14	0	1.8	-3	16
C=CCn1c(N)cc(=O)nc1SCC(=O)Nc1ccccc1	15	-5	-3	-1	12	1	0.1	0	-11
O=P(CCCCCCCCCP(=O)(c1ccccc1)c1ccccc1)(c1ccccc1)c1ccccc1	11	23	-6	-5	27	5	2.2	12	28
O=C(CSc1nnc(-c2ccccc2)n1CC1CCCO1)N1CCCC1 (centres undefined)	7	5	3	-3	7	0	-0.9	-1	6
O=C(NC1CCN(C(=O)N2c3ccccc3Sc3ccccc32)CC1)c1ccco1	-4	4	-14	-5	12	-1	-2.0	-3	20
COc1ccc(NC(=O)Nc2ccc(C)cc2Br)c(OC)c1	9	4	-28	-1	0	1	-0.9	-2	-19
CCOC(=O)c1ccc2c(c1)nc(SCC(=O)c1cc3ccccc3o1)n2CC	24	25	-2	-1	23	-1	0.0	2	21
CC(=O)c1ccc2cccc3c2c1N=CN3C	15	-8	-34	1	-9	2	-0.7	5	-17
Cc1ccccc1C(=O)NC(=S)Nc1sc2c(c1C#N)CCCC2	7	24	21	-5	21	-3	2.9	-2	21
CCOC(=O)c1sc(=S)n(-c2ccccc2Cl)c1C	44	18	19	0	39	-2	0.9	-2	19
COc1ccc(OC)c(CN(CCN2CCOCC2)S(=O)(=O)c2ccc(NC(C)=O)cc2)c1	-1	2	-26	-2	16	0	1.8	-2	-10
O=C(COc1cccc(F)c1)NNC(=O)c1cccc(-n2cccc2)c1	13	-9	14	-2	-23	.	-1.0	-3	-27
(more compounds)
SMILES	NLRP3 yeast inh	TIM10 inh	APJ antagonist	MIN6 prolif	tim23-1 inh	NR3A LBD binder	MPTP inh	APJ agonist	tim10-1 inh
O=C(Cn1nnc2ccccc2c1=O)NCCc1ccc(F)cc1	18	3	-4	-3	-8	.	.	-2	6
CCN(C(=O)CSc1nc2nc(C)cc(C)n2n1)C1CCS(=O)(=O)C1 (centres undefined)	5	-6	-3	0	0	0	-0.3	-4	0
CCOC(=O)c1nc(Nc2ccc(N3CCC(C)CC3)cc2)c2ccccc2n1	20	21	7	-5	41	-10	-1.2	-2	29
CCOC(=O)CNC(=O)N(CCOC)CC1CCCN(C2Cc3ccccc3C2)C1 (centres undefined)	16	-3	18	-2	13	1	-1.1	-2	8
COc1ccc(OCC(O)CN(CCO)CC(O)Cn2ccc3ccccc32)cc1 (centres undefined)	-14	9	-5	-4	4	0	-1.5	1	15
O=C(NCc1cccnc1)c1noc2c1CCCCC2	2	6	2	1	1	-1	-2.3	-4	13
Cc1ccc(C(=O)N(NC2=NS(=O)(=O)c3ccccc32)S(=O)(=O)c2ccc(C)cc2)cc1	17	10	-2	-2	7	-15	2.5	-6	-6
OCCCn1c(CCNc2nc(-c3ccc(F)cc3)cs2)nc2cc(C(F)(F)F)ccc21	25	11	-11	-8	24	1	-0.6	-4	36
Cc1ccc(C(O)c2nc3ccccc3n2C(C)C)cc1 (centres undefined)	21	25	11	1	8	-6	0.8	-3	19
Cc1cc(=O)c2c(C)nn(-c3ccccc3)c2[nH]1	12	-2	-6	-1	6	-1	-0.6	7	-18
Cc1nn(C)cc1NC(=O)c1ccc(Br)o1	8	4	-17	0	8	-2	5.0	1	22
CC1CC(C)CN(S(=O)(=O)c2ccc(C(=O)Nc3nnc(C4CC4)o3)cc2)C1 (centres undefined)	15	27	6	-3	45	-3	-3.1	2	47*

An excerpt taken from the entries so far, for reference:
SMILES	NLRP3 yeast inh	TIM10 inh	APJ antagonist	MIN6 prolif	tim23-1 inh	NR3A LBD binder	MPTP inh	APJ agonist	tim10-1 inh
O=C(Cc1cccs1)N1CCN=C1SCc1ccccc1F	17	3	10	1	24	1	-3.4	-1	16
O=c1c2sc(-c3ccccc3)cc2nc2n1CCC2	55*	78*	9	-2	50	1	0.1	2	64*
Cc1nn(-c2ccc(F)cc2)c2sc(C(=O)N3CCCCCC3)cc12	16	15	13	0	29	-5	-0.9	-1	21
CCCSC1=C(C#N)C2(CCCCC2)C(C#N)=C(N)N1	12	9	9	-3	9	-7	14	-2	9

Later entries
SMILES	NLRP3 yeast inh	TIM10 inh	APJ antagonist	MIN6 prolif	tim23-1 inh	NR3A LBD binder	MPTP inh	APJ agonist	tim10-1 inh
COCCNS(=O)(=O)c1ccc(-c2ccc(C)cc2)cc1	-13	23	12	-1	17	-2	-0.9	-2	24
CCN(C(=O)CSc1nnc(-c2ccc(F)cc2)n1C)C1CCS(=O)(=O)C1 (centres undefined)	16	-1	4	-2	9	-1	-0.5	-7	-13
O=C(Nc1ccc(F)cc1F)c1cccnc1	9	11	-9	-3	8	3	0.7	4	-9
CCCCNC(=O)CSc1nc2ccccc2c(=O)n1CCNC(C)=O	-17	1	8	-2	9	1	2.0	-2	5

Screens (PubChem BioAssay)
